Assay outcomes deposited in PubChem by several laboratories.
hcDAF-12 act: H. contortus DAF-12 activation, primary screen. HEK293 hcDAF-12 lit1-tk-luc reporter, luminescence; 0% DMSO, 100% Δ7-dafachronic acid. activation, % at 6.8 µM. actives 1.4% (n = 370,000). AID 652067;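 active means activation above the mean of all tested compounds plus 3 SD, cut at about 5.5% in these data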;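 further: 100% = response to 3 µM Δ7-dafachronic acid high control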
PG9 binder: PG9 antibody binding by small molecule | actives 0.43% (n = 360,000) | inhibition, % at 6.7 µM | TR-FRET gp120-PG9 antibody binding; in the data active means inhibition above about 8.5%
DAX1 inh-1: NR0B1 (DAX1) inhibition; P51843; HEK293 Gal4-DAX1 luciferase reporter, luminescence; inhibition, % at 6.75 µM; actives 0.99% (n = 340,000); AID 504766;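 active means inhibition above the mean over all tested compounds plus 3 SD, cut at about 4.2% in these data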;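 further: 0% = DAX1-transfected cells with DMSO and 100% = empty-vector control cells with DMSO; inhibition shows as a rise in luminescence from relieved DAX1 repression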
hgDAF-12 ag: activates the H. glycines DAF-12 receptor ligand-binding domain; HEK293 GAL4-hgDAF12 UAS-luciferase reporter, agonist luminescence; normalized to butyrate control; AID 687014; actives 1.8% (n = 370,000); activation, % at 6.8 µM;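 active means activation above a cutoff set at the mean of all screened compounds plus 3 SD, cut at about 10% in these data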;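 further: 0% = DMSO wells and 100% = sodium butyrate wells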
DAX1 inh-2: inhibitors of DAX1 repression of SF-1 activated StAR promoter; HEK293T StAR-luciferase reporter, SF-1/DAX-1 repression relief; inhibition, % at 6.8 µM; actives 1.1% (n = 370,000); AID 652010;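 active means inhibition above the mean over all tested compounds plus 3 SD, cut at about 3.6% in these data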;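 further: 0% = DAX-1 cells with DMSO and 100% = cells lacking DAX-1 with DMSO; higher inhibition means more luminescence from relief of DAX-1 repression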
FXN GAA850 act: increases GAA850 frataxin promoter reporter activity | HEK293 lucGAA850 FXN promoter luciferase reporter, 24 h; percent of 10 µM SAHA response | activation, % at 6 µM | actives 0.56% (n = 360,000);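 active means activation above the average of all compounds screened plus 3 SD, cutoff fixed separately per campaign, cut at about 7.5% in these data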;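 further: 0% = DMSO wells and 100% = 10 µM SAHA wells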
SMARCA2 act: activators of SMARCA2 function | actives 1% (n = 370,000) | AID 652017 | MG213 cells, MMTV-luciferase reporter, dexamethasone, overnight | activation, % at 9.1 µM; in the data active means activation above about 7.8%;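 further: 0% = vehicle wells and 100% = reference activator wells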
HGIII-sPLA2 inh: Blocks human group III sPLA2 activity; Q9NZ20; QFRET BODIPY PC-A2 liposome hydrolysis, fluorescence; inhibition, % at 12.2 µM; actives 0.56% (n = 370,000);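 active means inhibition above mean plus 3 SD of compounds lying within the high and low control bounds, cut at about 19% in these data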;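 further: 0% = median of test compound wells and 100% = no enzyme DMSO wells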
Target sequence (Q9NZ20 whole entry, looked up): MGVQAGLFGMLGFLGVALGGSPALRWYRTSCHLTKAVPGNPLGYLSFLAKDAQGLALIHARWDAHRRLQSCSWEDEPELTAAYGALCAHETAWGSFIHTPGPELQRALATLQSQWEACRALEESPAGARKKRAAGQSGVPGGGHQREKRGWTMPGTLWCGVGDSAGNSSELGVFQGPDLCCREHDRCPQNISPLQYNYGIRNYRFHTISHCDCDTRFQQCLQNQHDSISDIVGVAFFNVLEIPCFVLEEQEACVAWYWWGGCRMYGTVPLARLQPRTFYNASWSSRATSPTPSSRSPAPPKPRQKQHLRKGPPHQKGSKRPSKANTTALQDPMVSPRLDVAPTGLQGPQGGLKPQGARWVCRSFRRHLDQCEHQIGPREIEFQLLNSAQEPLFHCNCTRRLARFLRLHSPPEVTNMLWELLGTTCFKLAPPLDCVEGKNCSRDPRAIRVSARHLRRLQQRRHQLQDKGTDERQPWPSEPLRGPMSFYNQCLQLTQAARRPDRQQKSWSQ
PLC-beta3 inh: inhibitors of human phospholipase C beta3; Purified PLC-beta3, fluorogenic substrate, fluorescence; inhibition, % at 12.2 µM; actives 0.18% (n = 370,000); in the data active means inhibition above about 11%;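 further: 0% = median of compound wells on plate and 100% = full blocker control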
Rev-erbA mod: modulators of human Rev-erb alpha DNA binding; Rev-erbα–FITC-DNA binding, fluorescence polarization, 90 min; activity, % at 10 µM; actives 0.79% (n = 370,000); AID 1259318;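 active means activity above about 14%, limit read from the data; passing the limit was not always enough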;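 further: 0% = DMSO wells with 35 nM protein and 100% = DMSO wells with 750 nM protein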
Target sequence (P20393 whole entry, looked up): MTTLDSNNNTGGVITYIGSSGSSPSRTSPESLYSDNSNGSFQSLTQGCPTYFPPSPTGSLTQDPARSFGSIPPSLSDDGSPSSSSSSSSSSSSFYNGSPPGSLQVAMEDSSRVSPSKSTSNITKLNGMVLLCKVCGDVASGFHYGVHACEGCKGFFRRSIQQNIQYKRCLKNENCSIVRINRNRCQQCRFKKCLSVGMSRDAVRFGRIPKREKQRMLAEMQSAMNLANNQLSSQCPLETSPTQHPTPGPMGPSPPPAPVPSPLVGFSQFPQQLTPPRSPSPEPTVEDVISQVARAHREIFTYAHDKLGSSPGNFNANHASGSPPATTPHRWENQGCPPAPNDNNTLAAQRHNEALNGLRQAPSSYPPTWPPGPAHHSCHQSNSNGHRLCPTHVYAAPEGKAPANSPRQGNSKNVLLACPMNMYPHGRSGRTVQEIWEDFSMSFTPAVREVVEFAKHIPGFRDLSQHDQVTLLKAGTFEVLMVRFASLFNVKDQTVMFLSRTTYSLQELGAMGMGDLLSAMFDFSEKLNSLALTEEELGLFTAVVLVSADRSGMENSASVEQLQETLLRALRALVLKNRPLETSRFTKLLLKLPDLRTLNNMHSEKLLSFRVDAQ
ssDAF12 agonist: activates DAF-12 receptor from parasite S. stercoralis. HEK293 ssDAF-12/GRIP1 lit1-tk-luc reporter, luminescence; % of 3 µM dafachronic acid response. activation, % at 6.8 µM. actives 1% (n = 370,000);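 active means activation above the mean over all tested compounds plus 3 SD, cut at about 0.9% in these data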;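 further: 0% = DMSO-only wells and 100% = 3 µM delta7-dafachronic acid wells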
* marks the source's active call; other numbers are inactive results; / = no result given.

SMILES	hcDAF-12 act	PG9 binder	DAX1 inh-1	hgDAF-12 ag	DAX1 inh-2	FXN GAA850 act	SMARCA2 act	HGIII-sPLA2 inh	PLC-beta3 inh	Rev-erbA mod	ssDAF12 agonist
Cc1ccc(NC(=O)CCNS(=O)(=O)c2ccc3[nH]c(=O)oc3c2)c(C)c1	-1.2	-2.8	1.7	0.2	0.6	-0.4	-2	-8	-4	-6	-0.8
Cc1ccc(/C=C2/NC(=O)N(Cc3ccccc3)C2=O)o1	-1.0	-0.6	-0.4	-0.8	0.0	2.2	-1	-13	-29	-3	-0.4
COc1cccc(CNC(=O)CN(C)S(=O)(=O)c2ccc3c(c2)n(C)c(=O)c(=O)n3C)c1	-2.0	-2.1	0.3	-3.6	0.1	2.3	-1	3	-18	-4	-0.9
Fc1cccc(CSc2ccc3nnc(-c4ccccn4)n3n2)c1	-1.9	-1.9	-0.2	0.5	-0.9	1.0	2	0	-7	4	-2.0
COc1cc(OC)cc(C(=O)NCCc2cnc[nH]2)c1	-0.6	-0.7	1.2	-0.6	0.1	-0.8	-3	1	-1	1	-0.6
CCOc1ccccc1C1c2[nH]c3ccccc3c2C[C@H]2C(=O)N(C3CC3)CC(=O)N12 (stereo partly specified)	3.8	-1.9	-0.1	2.5	0.1	0.5	-3	-4	-6	-5	-1.2
CCC(=O)Nc1cccc(NC(=O)CSc2nnc(-c3ccc(NS(C)(=O)=O)cc3)n2CC)c1	0.1	0.2	1.2	-1.6	-1.2	2.8	-5	9	2	-3	-1.6
Cc1cc2c(NC(=O)CCCC(=O)O)cccc2nn1	0.4	-1.8	-0.4	3.1	-0.2	0.2	-2	-2	-23	2	0.1
Cc1ccc(N=Cc2ccc(N(C)C)cc2)cc1	1.4	0.1	-0.8	1.9	-0.1	2.5	0	-1	0	0	-0.9
Cc1cccc(NC(=S)N2CCN(c3cc(C)ccc3C)CC2)c1	1.9	-0.4	-0.3	-2.1	0.0	2.3	0	7	-1	1	-0.8
COc1cc(/C=C/C(=O)NC(C)(C)C)ccc1OCc1ccccc1	-2.2	-1.1	-0.2	1.5	0.7	1.2	-2	-5	-5	-2	-1.0
N=c1c2c(n(Cc3ccc(Cl)c(Cl)c3)c3c1CCC3)CCCC2	-4.0	0.2	-2.5	-8.8	-3.7	-5.0	-4	0	1	2	-2.0
CCCNc1nc(-c2ccccc2)c(C(=O)OCC)cc1C#N	-1.7	-0.1	-2.3	-2.8	-2.5	-1.8	1	5	-282	4	-0.9
CN(CC(=O)Nc1ccccc1Br)C(=O)c1n[nH]c2ccccc12	3.5	-3.2	-1.2	0.2	-0.5	1.7	1	3	-3	6	0.7
COc1cc(C(=O)N2CCN(C(=O)Cc3ccccc3)CC2)cc(OC)c1OC	-0.7	-0.9	0.2	1.8	-0.2	-1.2	1	0	2	-1	-1.1
CC(=O)N1CCN(C(=O)C2(NC(=O)Nc3ccccc3Cl)CCCCC2)CC1	-0.8	-0.6	-0.7	-1.1	0.2	1.6	-2	8	-10	2	-0.6
O=C(Nc1ccc(Br)cn1)c1ccc([N+](=O)[O-])o1	-1.4	-2.7	-1.3	-4.1	-2.4	5.6	4	4	0	5	-1.4
Cc1cc(C)c(-c2cc(NC(=O)COC(=O)c3ccc(NC(=O)CC#N)cc3)n(-c3ccccc3)n2)cc1C	-0.3	1.0	-1.4	1.1	1.0	-0.9	-3	-38	-14	2	-1.0
O=C(COc1ccccc1)N=C1SC2CS(=O)(=O)CC2N1c1ccc(F)cc1F (stereo unspecified)	-0.1	0.4	0.3	0.9	0.0	-1.1	-3	2	-2	-6	0.7
COc1ccc(C)c(NC(=O)[C@@H]2CCCN2S(=O)(=O)c2cccc3cccnc23)c1	-1.9	/	/	-2.2	/	/	/	1	0	-2	-2.1
COc1ccc(OC)c(NC(=O)CCNS(=O)(=O)c2ccc3c(c2)oc(=O)n3C)c1	-0.1	-3.0	-2.0	1.6	0.0	0.3	-3	-1	12*	-3	-1.6
CCOC(=O)C1=C(C)N(c2ccc(C)cc2)C(=O)/C1=C\c1ccc(O)c(OC)c1	1.6	0.3	-1.5	-1.4	-0.4	2.3	-1	-24	-13	-2	-1.1
Cc1ccn2c(c1)nc(=O)c1cc(S(=O)(=O)N3CCOCC3)ccc12	0.7	-1.6	0.0	-0.7	-0.6	-0.5	-1	6	-110	0	-1.3
CSc1nc2ccc(S(=O)(=O)Nc3c(C)n(C)n(-c4ccccc4)c3=O)cc2s1	-0.7	-1.5	0.2	-1.9	-0.4	-0.5	-1	-12	-5	0	-0.3
Cc1cc(C)n2c(SCCC(C)C)nnc2n1	-1.6	2.5	0.5	0.6	0.8	4.0	0	3	1	1	-1.4

Other entries:
SMILES	hcDAF-12 act	PG9 binder	DAX1 inh-1	hgDAF-12 ag	DAX1 inh-2	FXN GAA850 act	SMARCA2 act	HGIII-sPLA2 inh	PLC-beta3 inh	Rev-erbA mod	ssDAF12 agonist
COC(=O)[C@]12C[C@H](CC(=O)N3CCN(C(=O)C4CC4)CC3)C(=O)N(Cc3ccco3)C1=C[C@H](COCc1ccccc1)O[C@@H]2C	-2.1	/	/	1.7	-0.1	/	-6	5	0	1	-1.5
Cc1onc(-c2c(Cl)cccc2Cl)c1C(=O)Nc1nc(C(C)(C)C)cs1	-1.4	0.4	-0.9	-1.1	-0.1	2.3	-6	11	-1	-3	-1.4
N#Cc1ccc(N2CCCNCC2)nc1	0.5	-2.9	0.5	0.1	0.1	1.4	-3	9	-10	0	-0.4
O=S1(=O)CCN2C(=N1)Sc1c2ccc2c1CCCC2	1.8	0.2	0.0	-0.6	0.3	6.3	2	6	-9	2	-1.6
Nc1cc(S(=O)(=O)N2CCOCC2)ccc1N1CCOCC1	-0.3	0.3	-0.1	-1.4	-1.4	1.2	-2	7	-8	10	-0.6
Cc1ccc(-c2noc(C3CCCN(C(=O)c4cccc([N+](=O)[O-])c4)C3)n2)o1 (stereo unspecified)	0.3	-0.9	-0.2	4.2	-0.3	1.9	4	-5	4	8	-1.1
COC(=O)C1CN(CCO)CCS(=O)(=O)N1Cc1cn(Cc2ccc(C)cc2)nn1 (stereo unspecified)	-0.8	/	/	0.8	-0.5	/	-2	3	3	1	-1.2
CCCCC(CC)CNC(=O)c1[nH]c(C)c(C(C)=O)c1C (stereo unspecified)	-3.7	1.2	-0.8	-5.6	-1.7	0.2	1	-4	4	-3	-2.9
Cc1ccc(NC(=O)C2CC(=O)N(Cc3ccco3)C2)cc1 (stereo unspecified)	1.3	0.9	2.7	2.2	-0.1	-0.9	-3	2	-9	-6	-1.6
Cn1c(NC(=O)C[n+]2cc(-c3ccc(Cl)c(Cl)c3)n3c2CCC3)cc(=O)n(C)c1=O	4.2	2.2	-0.1	2.1	0.8	0.9	-2	-2	2	-2	-1.9
CC(=O)Nc1sc2c(c1C(c1cccc(Cl)c1)N1CCN(CCO)CC1)CCCC2 (stereo unspecified)	-2.5	-1.9	4.9*	-2.1	0.1	-2.4	0	-16	-1	-7	-1.5
Cc1ccccc1C(=O)c1cccn1CC(=O)NCCCN1CCc2ccccc2C1	3.6	2.1	1.8	-3.5	0.7	-2.6	1	-3	-7	-4	-1.4
Cn1nnnc1Sc1ncnc2scc(-c3cnc(N)nc3)c12	-0.1	/	/	-1.1	/	/	/	-4	-3	0	-2.0
COC(=O)c1cc(S(=O)(=O)NCC2CCN(Cc3cccc(F)c3)CC2)cn1C	-1.2	0.0	-0.1	0.7	0.3	1.9	-4	0	-1	-2	-0.5
CCOC(=O)C(C)Oc1cc(Cl)c(C=O)cc1OC (stereo unspecified)	-0.4	-0.1	0.1	-2.1	0.5	-0.2	-3	0	-8	-1	-1.6
CCCCS(=O)(=O)NC1=NCN(CC)CN1	-0.4	0.6	0.8	0.0	-0.1	2.6	4	-1	3	-3	-1.2
COC(=O)C1=C(C)N(C)C(=NCc2cccc(C(F)(F)F)c2)NC1c1ccc(F)cc1 (stereo unspecified)	0.5	-1.9	/	3.7	-0.1	/	-4	-17	-2	-2	-0.7
CCc1ccc(N(C(=O)c2ccco2)C(C(=O)NC2CCCC2)c2cccnc2)cc1 (stereo unspecified)	-0.1	-0.3	-2.2	1.8	-0.1	1.3	-3	0	-6	-3	-0.4
NC(N)=N/N=C/c1ccc(OCc2ccc(Cl)cc2Cl)cc1	-1.4	-0.1	-0.1	0.8	-0.3	-2.1	0	6	0	1	-0.8
O=C(CCc1ccccc1O)NC1CCCc2ccccc21 (stereo unspecified)	-1.0	-1.0	-0.4	2.0	0.1	-0.1	-4	-1	-4	6	-0.8
CCCCn1c(N)c(N(CCOC)C(=O)c2ccc(-c3ccc(Cl)cc3)o2)c(=O)[nH]c1=O	-0.9	2.9	0.4	-1.0	1.9	0.3	-2	-3	-25	1	-1.2
O=C(CN1CCN(S(=O)(=O)N2CCCCC2)CC1)Nc1ccc(Br)cc1	-2.3	-1.5	-0.5	1.0	-2.3	-1.9	-1	-3	-10	-3	-1.4
N=c1c2c(ccn1Cc1ccccc1)Oc1ccc3ccccc3c1C2c1ccccc1 (stereo unspecified)	-2.0	/	/	-3.0	/	/	/	-4	-6	-4	-2.0
O=C(Nc1c(C(=O)Nc2cccc(F)c2)oc2ccccc12)c1ccc2c(c1)OCO2	-0.6	0.2	1.3	2.3	-0.4	3.2	0	1	-1	51*	-0.9
CC(=O)Oc1c(Br)cc(N(C(C)=O)S(=O)(=O)c2ccccc2)c2ccccc12	12*	-0.6	-0.9	-0.2	-1.7	-0.4	3	-9	-8	0	0.5

Further structures
SMILES	hcDAF-12 act	PG9 binder	DAX1 inh-1	hgDAF-12 ag	DAX1 inh-2	FXN GAA850 act	SMARCA2 act	HGIII-sPLA2 inh	PLC-beta3 inh	Rev-erbA mod	ssDAF12 agonist
CCC(=O)N1CCc2cc(Br)cc(S(=O)(=O)N(C)c3ccc(OC)cc3)c21	-1.2	-1.5	-0.8	-0.9	-0.3	4.0	-2	-5	-2	7	-1.0
CC1(C)OC(=O)C(=CNCC(O)c2ccccc2)C(=O)O1 (stereo unspecified)	-0.2	1.2	1.3	-2.4	-0.2	0.9	-1	0	3	-4	-1.3
CCOc1ccc(NC(=S)Nc2ccc(OC(F)(F)F)cc2)cc1	-1.2	2.1	-0.1	-0.7	-0.3	0.5	3	9	0	-2	-1.3
Cc1cccc(C)c1-c1ccc(CN2C(CC(C)C)C(=O)N(Cc3cn(CCO)nn3)CCS2(=O)=O)cc1 (stereo unspecified)	0.1	0.8	-0.3	-1.4	0.0	-3.1	-4	-40	2	5	-0.7
COC(=O)COc1cc(OCC(=O)OC)c2c(-c3ccccc3)cc(=O)oc2c1	-2.1	0.0	-0.2	0.6	0.5	0.9	-1	4	-4	5	-0.8
C(=NOCc1ccccc1)c1ccccn1	1.8	-1.9	2.6	17*	6.0*	5.9	2	7	13*	-3	-0.3
COc1ccc(Oc2coc3c(CN(C)C)c(O)ccc3c2=O)cc1	-2.1	0.4	0.5	-0.2	-0.2	2.9	-2	-3	-386	-6	-0.5
Cc1csc(NC(=O)Cc2c[nH]c3ccccc23)n1	3.6	0.4	1.9	6.6	0.2	3.4	3	-25	-2	0	0.9
